# BAP1 block: human BAP1 deubiquitinase inhibition; recombinant BAP1, Ub-AMC hydrolysis fluorescence kinetic; stronger effect = lower value; 0.48% of 72,000 active; activity remaining (% of control), % at 20 µM;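 active = activity remaining at or below 50% of control, provided the compound also passes the data quality filters; inactive = the rest, including low values that fail the filters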;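 also: 100% = DMSO wells rate and 0% = substrate alone blank rate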
# Target sequence (Q92560 whole entry, looked up): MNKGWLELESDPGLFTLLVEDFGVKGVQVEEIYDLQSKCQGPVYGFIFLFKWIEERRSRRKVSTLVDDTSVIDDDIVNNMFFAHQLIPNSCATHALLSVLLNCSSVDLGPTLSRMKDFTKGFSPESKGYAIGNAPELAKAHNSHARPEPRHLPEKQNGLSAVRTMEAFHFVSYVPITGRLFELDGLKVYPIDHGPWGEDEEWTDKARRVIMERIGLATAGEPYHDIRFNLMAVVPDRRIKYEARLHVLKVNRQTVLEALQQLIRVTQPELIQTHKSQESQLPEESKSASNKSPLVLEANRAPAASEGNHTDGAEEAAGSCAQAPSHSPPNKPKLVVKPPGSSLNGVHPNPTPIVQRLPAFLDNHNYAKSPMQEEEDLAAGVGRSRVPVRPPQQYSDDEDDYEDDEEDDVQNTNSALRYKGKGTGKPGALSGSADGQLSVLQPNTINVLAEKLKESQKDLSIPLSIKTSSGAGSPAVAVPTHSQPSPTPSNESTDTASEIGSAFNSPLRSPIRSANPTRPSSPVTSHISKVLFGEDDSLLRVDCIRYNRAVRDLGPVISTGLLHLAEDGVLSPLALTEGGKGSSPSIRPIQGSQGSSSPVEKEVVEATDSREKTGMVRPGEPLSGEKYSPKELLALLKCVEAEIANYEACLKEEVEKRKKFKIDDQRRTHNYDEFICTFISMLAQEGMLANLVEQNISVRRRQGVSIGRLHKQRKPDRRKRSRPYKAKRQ
# HePTP inh: inhibitors of human HePTP phosphatase; recombinant HePTP phosphatase activity, OD absorbance; inhibition, % at 20 µM; P35236; 0.64% of 110,000 active; in the data active = inhibition above about 50%;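 also: plate controls were vehicle for no effect and reference inhibitor for full effect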
# Target sequence (P35236 whole entry, looked up): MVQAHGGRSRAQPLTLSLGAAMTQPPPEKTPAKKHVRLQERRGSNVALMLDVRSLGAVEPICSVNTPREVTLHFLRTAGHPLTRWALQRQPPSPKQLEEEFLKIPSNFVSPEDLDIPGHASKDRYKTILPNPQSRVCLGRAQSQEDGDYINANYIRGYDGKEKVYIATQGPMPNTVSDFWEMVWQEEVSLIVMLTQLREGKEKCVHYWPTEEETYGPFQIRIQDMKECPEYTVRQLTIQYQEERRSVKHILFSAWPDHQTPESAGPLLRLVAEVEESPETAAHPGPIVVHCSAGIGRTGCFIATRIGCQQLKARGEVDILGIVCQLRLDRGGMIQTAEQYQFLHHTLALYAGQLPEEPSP
# * hit, by the source's call; / = no result given; & = joins results of further samples.
SMILES,BAP1 block,HePTP inh
COc1ccc(C(=O)NC2CCN(S(=O)(=O)Cc3ccccc3)CC2)c(OC)c1,108,6
O=C(CSc1nc2ccccc2nc1SCC(=O)N1CCCCC1)N1CCCCC1,98,-5
Cc1ccc(C2=CSC3=NCCN23)cc1C,150,/
O=C(O)c1cc2nc(-c3cccs3)cc(C(F)(F)F)n2n1,/,0
N#CC(C#N)=NNc1ccc(O)c(C(=O)O)c1,/,69*
CCSc1ccc(-c2ccc(SCC)cc2)cc1,79,/
CC(C)C(NC(=O)C12CC3CC(CC(C3)C1)C2)C(=O)O (stereo not drawn),74,4
O=C(C[n+]1ccc(C(=O)N/N=C/c2ccc(Br)cc2)cc1)c1ccccc1,/,2
O=C(NC12CC3CC(CC(C3)C1)C2)c1ccccc1O,96,7
CCCOC(=O)c1c(NC(=O)c2cnccn2)sc2c1CCC(C)C2 (stereo not drawn),/,6
CC(=O)Nc1nnc(SCC(=O)NC(C)(C)C)s1,92,6
O=C(c1cc2ccccn2n1)N1CCN(Cc2ccccc2)CC1,111,10
COC(=O)c1ccc(COc2cc3oc(=O)c4c(c3cc2Cl)CCC4)cc1,/,8
CC(C)C1N=C2c3ccccc3N=C(SCC(=O)NCCc3ccc(S(N)(=O)=O)cc3)N2C1=O (stereo not drawn),/,4
CCOc1ccc(C(=O)Nc2ccc(NC(=O)c3cccc(Cl)c3)cc2)cc1,180,-6
O=C(Cc1cccs1)N1CCC(c2nc3c(nnn3Cc3ccccc3)c(=O)[nH]2)CC1,109,3
CCOC(=O)N1CCN(C(=O)C2CCN(S(C)(=O)=O)CC2)CC1,131,9
CSc1nc2c(c(=O)[nH]1)C(c1ccc(Br)cc1)c1c(nc(SC)[nH]c1=O)O2,293,-7
O=C(Oc1cccc(/C=N/NC(=O)c2ccccn2)c1)c1cccc(F)c1,/,9
CCOC(=O)Cc1nnc2c(Nc3cccc(Br)c3)nc3nonc3n12,/,-6
O=C(Nc1nc2ccccc2n1CCN1CCCC1)c1ccc(Cl)cc1,75,-5&-2
COc1ccc2[nH]c(=O)c(CN(CCc3ccccc3)Cc3nnnn3CC3CCCO3)cc2c1 (stereo not drawn),/,-8
COc1cccc2c(=O)c(SC(F)(F)C(F)C(F)(F)F)c(C)[nH]c12 (stereo not drawn),68,-7
COc1ccc(S(=O)(=O)N2CCN(C(=O)c3cccc(OC)c3)CC2)cc1,/,-7
COc1cccc(/C=C2/C(=O)NN(c3ccc(I)cc3)C2=O)c1,/,8
# (cont.)
SMILES,BAP1 block,HePTP inh
COc1ccc(C(=O)/C=C/Nc2ccc(Cl)c([N+](=O)[O-])c2)cc1,/,-14
Cc1ccc2nc(NCc3ccccc3)nc(-c3ccccc3)c2c1,/,3
Cc1ccc(CNC(=O)CN2CCN(Cc3ccc(C)cc3)C2=O)cc1,92,-11
CCc1nnc(NC(=O)CCC(=O)N2CCN(CCc3ccccc3)CC2)s1,98,42
N#CCCNC(=O)CCN1CCOCC1,101,4
Cc1ccc(NC2=CC(=O)CC(c3ccco3)C2)c(N)c1 (stereo not drawn),104,7
O=C(Cc1ccc(F)cc1)Nc1cccc2ccccc12,/,103*
COCc1[nH]nc2c1C(c1ccc(F)cc1F)C(C#N)=C(N)O2 (stereo not drawn),92,-6
COC(=O)c1ccc(CSc2nnc(N)s2)cc1,109,5
CC(C)CSc1nnc(-c2ccc(Br)cc2)o1,/,5
CCOC(=O)C(NC(=O)CC)(Nc1ccccc1OC)C(F)(F)F (stereo not drawn),98,6
CC(C)Nc1nc(-c2ccc(Cl)cc2)nc2ccccc12,/,4
CCN(C1CCCCC1)S(=O)(=O)c1ccc(C(=O)O)cc1,141,1
COc1ccc(C2Nc3ccccc3C(=O)N2c2ccc(Cl)cc2)cc1OC (stereo not drawn),/,5
CCOC(=O)CSc1nnc(-c2cccc(Cl)c2)n1CC,106,13
O=C(CN1CCOCC1)Nc1ccc(Oc2ccccc2)cc1,138,2
COC(=O)c1ccc(CN2CCN(Cc3ccc(C(=O)OC)o3)CC2)o1,118,3
COc1ccc(OC)c(/C=N\NC(=O)c2cnccn2)c1,/,8
CN(C)CCN1C(=O)C(=O)c2ccccc21,110,/
COc1cc(C(=O)Nc2c(C)cc(C)cc2C)c([N+](=O)[O-])cc1OC,/,8
Cc1cc(C(F)F)n2nc(C(=O)Nc3ccccc3F)nc2n1,87,/
Cc1ccc2[nH]cc(C(=O)CN3CCC4(CC3)OCCO4)c2c1,72,13
O=[N+]([O-])c1ccc(N2CCCCC2)nc1,/,-8
Cc1[nH]c2ccccc2c1C(=O)/C=C/c1ccc2c(c1)OCO2,/,9
CN(C)c1nc(N)nc(/C(C#N)=C/C2CC3C=CC2C3)n1 (stereo not drawn),92,-11

# Molecules from the list above containing a COOH group (4):
SMILES,BAP1 block,HePTP inh
O=C(O)c1cc2nc(-c3cccs3)cc(C(F)(F)F)n2n1,/,0
N#CC(C#N)=NNc1ccc(O)c(C(=O)O)c1,/,69*
CC(C)C(NC(=O)C12CC3CC(CC(C3)C1)C2)C(=O)O (stereo not drawn),74,4
CCN(C1CCCCC1)S(=O)(=O)c1ccc(C(=O)O)cc1,141,1

# Some of the entries above in a different format:
compound | BAP1 block | HePTP inh
Cc1ccc(CNC(=O)CN2CCN(Cc3ccc(C)cc3)C2=O)cc1 | 92 | -11
CCc1nnc(NC(=O)CCC(=O)N2CCN(CCc3ccccc3)CC2)s1 | 98 | 42
N#CCCNC(=O)CCN1CCOCC1 | 101 | 4
Cc1ccc(NC2=CC(=O)CC(c3ccco3)C2)c(N)c1 (stereo not drawn) | 104 | 7
O=C(Cc1ccc(F)cc1)Nc1cccc2ccccc12 | / | 103*
COCc1[nH]nc2c1C(c1ccc(F)cc1F)C(C#N)=C(N)O2 (stereo not drawn) | 92 | -6
COC(=O)c1ccc(CSc2nnc(N)s2)cc1 | 109 | 5

# (more compounds)
SMILES,BAP1 block,HePTP inh
Cc1cc(NC(=O)c2cccc(N3C(=O)CCC3=O)c2)no1,109&173,4
CCOC(=O)N1CCN(c2cc(C)nc3nc(C)nn23)CC1,96,0
COc1ccc(C(=O)O)cc1S(=O)(=O)N1CCC(C)CC1,/,13
COc1ccc(C(=O)c2ccc(OC)c(N)c2)cc1N,94,7&8
CCOC(=O)c1c(NC(=O)c2cccc(OC)c2)sc(C(=O)Nc2ccccc2F)c1C,/,9
COC(=O)CN1C(=O)/C(=C\c2cccc(O)c2)SC1=S,/,9
CCOC(=O)c1cccc(NC(=O)CSc2nnc(C)n2Cc2ccccc2)c1,108,5
Cc1ccc(Nc2nc3nonc3[nH]c2=O)cc1C,88,11
CCOc1ccc(-c2nnn(CC(=O)c3cc(OC)ccc3OC)n2)cc1,/,10
CCc1nc(C)c(C#N)c2cc(OC)c(OC)cc12,95,3
O=C(Nc1nc(-c2ccc(Cl)cc2)cs1)c1ccc(S(=O)(=O)N2CCCCC2)cc1,/,-7
COc1cc(-c2cc3nc(C)c(C)c(=O)n3[nH]2)cc(OC)c1OC,96,-7
Cc1nc2sc(C(c3ccc(F)cc3)N3CCN(C(=O)c4ccco4)CC3)c(O)n2n1 (stereo not drawn),88,3
Cc1ccccc1N1C(=O)CSC1c1ccc([N+](=O)[O-])cc1 (stereo not drawn),/,-1
COc1ccc(/C=C/C(=O)n2nnc3ccccc32)cc1,/,-8
CCC(C)NS(=O)(=O)c1ccc(NC(=O)c2c(-c3ccccc3)noc2C)cc1 (stereo not drawn),97,6
Cc1cc(C)nc(NS(=O)(=O)c2ccccc2)n1,90,3
COc1ccc(-n2nc3c(c2NC(=O)c2c(OC)cccc2OC)CSC3)cc1,78,/
O=C(NCCC1=CCCCC1)C1CCN(c2nnc(-n3cccc3)s2)CC1,79,45
COc1ccccc1C(=O)N(Cc1nc(-c2ccc(Cl)cc2)no1)C(C)C,84,4
Cc1ccc2c(CN3C(=O)NC4(CCCCC4)C3=O)cc(=O)oc2c1C,79,3
CC(OC(=O)c1cc[n+]([O-])cc1)C(=O)Nc1ccc(Cl)cn1 (stereo not drawn),/,7
COc1ccc(C2SC(C)C(=O)N2c2ccc(C)cc2)cc1 (stereo not drawn),/,4
O=c1c(Cl)c(NCCO)ncn1-c1ccccc1,66,4
CCc1ccc(-c2nc(C(N)=O)c3[nH]c(=O)n(-c4ccccc4OC)c3n2)cc1,71,11

# Reprinted at random: 2 entries already listed
SMILES,BAP1 block,HePTP inh
CCOc1ccc(-c2nnn(CC(=O)c3cc(OC)ccc3OC)n2)cc1,/,10
O=C(NCCC1=CCCCC1)C1CCN(c2nnc(-n3cccc3)s2)CC1,79,45

# Carrying on:
SMILES,BAP1 block,HePTP inh
Nc1ccc2nc(-c3ccccc3)[nH]c2c1,364,/
NC(=O)c1c(-c2cccs2)csc1N,101,4
COc1ccc(N(CC(=O)N2CCOCC2)S(=O)(=O)c2ccccc2[N+](=O)[O-])c(OC)c1,/,-6
Nc1ccc(NC(=O)c2ccc(Cl)cc2Cl)c(Cl)c1,/,-3
CCOC(=O)C(C)n1cnc2c(nnn2-c2ccc(OC)cc2)c1=O (stereo not drawn),90,2
CCC(=O)Nc1ccc(NC(=O)c2ccccc2Cl)nc1,/,6
Cc1ccc2c(c1)C(c1ccccc1)N(C(=O)C(C)C)CC(=O)N2 (stereo not drawn),97,-10
O=C(Nc1ccccc1Cl)c1ccc(CN2CCc3ccccc3C2)cc1,/,-11
CC(Cc1ccccc1)N=C1NS(=O)(=O)c2ccccc21 (stereo not drawn),/,1
CC1CCCCN1C(=O)CSc1nc(C2CC2)nc2c1cnn2-c1ccccc1 (stereo not drawn),/,8
NS(=O)(=O)c1cccc2cccnc12,111,8
CC1=CC(C)(C)Nc2ccc(OCC(=O)c3ccccc3)cc21,/,1
Cc1ccc(NC2=NCC(=O)N2c2ccc3c(c2)OCCO3)c(C)c1,69,6
Clc1ccc(-c2cn3nc(-c4ccccc4)sc3n2)cc1,126,/
O=[N+]([O-])c1cccc(-c2nnc(-c3ccc(Br)o3)o2)c1,/,2
Cc1ccc(-c2ccc(C)cc2N)c(N)c1,/,-1
O=c1[nH]c(=O)n(Cc2ccccc2)c2nc(-c3ccco3)cc(C(F)(F)F)c12,/,9
COc1c(Cl)cc(C(=O)Nc2cccc(-c3nc4ccc(C)cc4o3)c2)cc1Cl,/,-12
CCOC(=O)c1c(C)oc(/N=C/c2ccccc2O)c1C#N,84,10
CC(C(=O)Nc1ccccc1C#N)N1C(=O)c2ccccc2C1=O (stereo not drawn),103,/
O=C(NC1CC2CCC1C2)C1CCN(S(=O)(=O)c2ccc(-c3nn[nH]n3)cc2)CC1 (stereo not drawn),101,4
CCn1c2ccccc2c2cc(/C=N/Nc3ccc([N+](=O)[O-])cc3)ccc21,/,9
CC(C)CCn1nnnc1C(c1ccc(F)cc1)N1CCC(C(N)=O)CC1 (stereo not drawn),94,6
CC1CCN(CCCNC(=O)COc2cc(=O)n(C)c3ccccc23)CC1,120,5
CCOC(=O)c1c(-c2ccc(Br)cc2)csc1NC(=O)C#Cc1ccccc1,107,/
# Following part
SMILES,BAP1 block,HePTP inh
CC(=O)c1ccc(NC(=O)c2ccc(-c3cccc([N+](=O)[O-])c3)o2)cc1,/,0
CCN(CC)CCCNC(=O)C1c2ccccc2Oc2ccccc21,109,8
Cc1oc(-c2cccc(Cl)c2)nc1CN1CCC(C(=O)N2CCN(c3ccccc3F)CC2)CC1,93,2
O=C(N/N=C/C(Br)=C/c1ccccc1)C(O)(c1ccccc1)c1ccccc1,/,-3
Cc1cc(C)c2nc3s/c(=C\c4ccc(-c5ccc(Cl)c(C(=O)O)c5)o4)c(=O)n3c2c1,/,90*
CN1/C(=C\C(=O)c2ccco2)c2ccccc2CC1(C)C,80,2
COC(=O)C(NC(=O)C(c1ccccc1)c1ccccc1)C12CC3CC(CC(C3)C1)C2 (stereo not drawn),78,/
COC(=O)c1ccccc1NC(=O)c1cc2sccc2n1C,/,2
O=C(Cn1cc(C(F)(F)F)ccc1=O)N1CCN(S(=O)(=O)c2ccc(Cl)cc2)CC1,100,-5
Clc1ccc2nc(CN3CCCCC3)cn2c1,123,-7
Cc1ccc(C)c(S(=O)(=O)N=Nc2c(O)[nH]c3ccc(Br)cc23)c1,/,10
C=CCn1c(Cc2ccccc2)nc2c(cnn2-c2ccccc2)c1=O,/,5
CN(Cc1nc(-c2cccnc2)no1)S(=O)(=O)c1ccc(Br)cc1,124,/
CCOc1ccc2cc(S(=O)(=O)N3CCN(C)CC3)ccc2c1,83,8
COc1ccc(CNC(=O)c2c(O)c3ccccc3n(C)c2=O)cc1OC,77,3
O=C(CN1C(=O)C2CCc3[nH]c4ccccc4c3C2C1=O)N1CCCC1 (stereo not drawn),82,5
COc1ccc(-c2nc3c(Br)c(N)c(Br)cc3o2)cc1,/,4
CCC1CCCCN1S(=O)(=O)c1ccc(S(=O)(=O)N(Cc2cccs2)C2CC2)cc1 (stereo not drawn),92,6
Cc1cc(=O)n2c3c(sc2n1)C(=O)N(Cc1ccccc1)C3=O,94,3
COc1ccccc1CC(=O)NCc1ccc2c(c1)OCO2,78,14
COc1ccccc1OCCNC(=O)c1ccc(S(=O)(=O)N(C)C)cc1,93,-13
Cc1c(Cc2ccccc2)sc(NC(=O)c2ccc([N+](=O)[O-])cc2)c1C(N)=O,/,-2
COC(C)(C)c1cc(C(C)(C)C)nc(N)n1,100,1&-12
COc1ccc(N2CCN(C(=O)CCCOc3cc(=O)n(C)c4ccccc34)CC2)cc1,130,-10
CC(C)(C)NC(=O)c1ccc(-c2ccc(Cl)cc2)o1,/,2
C=CCn1c(=O)c(C(=O)Nc2ccccc2)c(O)c2ccccc21,/,7
CC(=O)Oc1ccc(N(C(C)=O)S(=O)(=O)c2cccs2)cc1,94,4
C(=C\c1ccccc1)/C1=Nc2ccccc2NC(c2ccccc2)C1 (stereo not drawn),/,-3
O=C1CC(NCc2ccc3c(c2)OCO3)C(=O)N1c1ccc(OC(F)(F)F)cc1 (stereo not drawn),/,-1
CCCn1c(=O)c(C(=O)Nc2ccncc2)c(O)c2ccccc21,/,6

# Compound activity as filed in PubChem BioAssay.
